# SK-BR-3 tox 24h = SK-BR-3 proliferation inhibitors | SK-BR-3 viability, CellTiter-Glo ATP luminescence, 24 h; stronger effect = lower value | viability, % at 10 µM | hit rate 0.47% among 41,000;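 active = viability at or below the median of all test compounds minus 3 SD, in both replicates if run twice, cut at about 45% in these data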;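 also: 100% = median untreated cell wells and 0% = median positive control drug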
# An asterisk follows results filed as active. A portion of the library; the hit share may differ from the screen's.
SMILES,SK-BR-3 tox 24h
Cc1ccc(C(C(=O)NC2CCCCC2)N(C(=O)c2csnn2)C2CCCC2)o1 (stereo not given),101
O=C(OCC(O)C(O)COC(=O)c1ccccc1)c1ccccc1 (stereo not given),94
O=C(NCc1ccco1)C(C(=O)c1ccc(F)cc1)n1ccccc1=O (stereo not given),76
O=C1C2C3C=CC(C3)C2C(=O)N1c1ccncc1 (stereo not given),94
CCN(CC)C(=O)CSc1nnc(CCN)o1,97
O=C(c1ccncc1)c1nccn1-c1ccccn1,85
O=c1[nH]c(=O)n(C2CCCO2)cc1Br (stereo not given),104
CCOc1ccccc1C1CC(=O)NC2=C1C(=O)CC(C)(C)C2 (stereo not given),85
CCN(CC)CCOC(=O)c1cccc(OC)c1,87
O=C1CC(N2CCN(c3ccc(S(=O)(=O)N4CCCC4)cc3)CC2)C(=O)N1c1ccc(F)cc1 (stereo not given),86
CC(=O)Nc1cccc(NC(=O)C2CCCN2C(=O)Nc2cccc(F)c2)c1 (stereo not given),90
Cc1ccc2cc(CN(CC(C)C)C(=O)C3CCCO3)c(=O)[nH]c2c1 (stereo not given),96
Cc1nn(CC(=O)Nc2ccccc2)c(=O)c2ccccc12,76
Cc1ccc(S(=O)(=O)/N=C(\CN2CCCCC2)N2CCOCC2)cc1,114
O=c1c2ccccc2oc2ncccc12,88
COc1ccccc1/C=c1\sc2nc(-c3ccncc3)nn2c1=O,95
COC(=O)CCCCCNc1ccc(C(=O)OC)cc1N,97
COc1cccc(Nc2cc(C)nc3ccccc23)c1,65
COCCCNCCOc1cc(C(C)C)ccc1C,107
Cc1nn(C)cc1CN(C)C(=O)c1cc2nc(-c3ccco3)cc(C(F)(F)F)n2n1,68
Cc1ccc(F)cc1NC(=O)C1CCN(c2cnccn2)CC1,105
COc1cc(C2NC(=O)NC(C)=C2C(=O)OC(C)(C)C)ccc1OCC(N)=O (stereo not given),90
CCOc1ccc(C2C(C#N)=C(N)Oc3cc(C)n(Cc4ccco4)c(=O)c32)cc1OC (stereo not given),78
Cc1ccc2cc(C#N)c(N3CCCC3)nc2c1C,85
O=C(c1ccc(Cn2cc(Br)cn2)o1)n1cccn1,84
CCOC(=O)c1sc(NCCNc2nc(C)c(C(=O)OCC)s2)nc1C,78
OC(CNCCc1ccccc1)c1ccccc1 (stereo not given),99
CCC(C)COC(=O)C(C#N)c1nc2ccccc2nc1N1CCCCC1 (stereo not given),84
C=CCc1c(C)c(C#N)c2nc3ccccc3n2c1N1CCN(C)CC1,86
CC(C)(C)NC(=O)CN(C(=O)CS(=O)CC(=O)Nc1ccc(F)cc1)c1ccccc1 (stereo not given),92
COc1cccc(C(O)c2cnc(C(C)C)n2C)c1OC (stereo not given),83
CCc1ccc(S(=O)(=O)NCc2csc(-c3ccccc3)n2)s1,88
COc1ccc(CCNC(=O)CCCn2c(=O)[nH]c3cc(OC)c(OC)cc3c2=O)cc1OC,89
O=C(Cc1ccc(-n2cccc2)cc1)NCc1cccs1,91
Cc1cc(C)n(-c2nc(SCC(=O)N3CCCC3)c3c4c(sc3n2)CCCC4)n1,108
COc1ccc(N2CC(C(=O)NCc3cccnc3)CC2=O)cc1 (stereo not given),129
Cc1ccc2[nH]c3c(c2c1)CCc1cn[nH]c1-3,113
COc1ccc2c(c1)C(=O)CC(c1ccccc1F)O2 (stereo not given),110
CCOc1ccc(-n2c(SCc3ccc(C#N)cc3)nnc2-c2cccnc2)cc1,80
CCOC(=O)N1CCC(NC(=O)C(Cc2ccccc2)NC(=O)C2CCCCC2)CC1 (stereo not given),100
O=C1CC(c2ccco2)Sc2nc3ccccc3n21 (stereo not given),90
O=C(CSc1nnc(COc2ccc(Cl)cc2)o1)OC1CCCCC1,99
CCCn1nnc(NC(=O)c2ccc(-c3ccccc3)cc2)n1,101
CCOC(=O)c1ccc(CSc2nnc(N)s2)cc1,82
Cc1ccc2c(CC(=O)OCc3csc(C)n3)coc2c1,104
Cc1cc(NCCCn2ccnc2)n2nc(-c3ccc(F)cc3)cc2n1,65
CCNc1nc(-c2ccc(Cl)cc2)cs1,86
O=c1[nH]nc(Cc2ccccn2)c2ccccc12,100
CN1CCN(C2CCCCCC2)CC1,103
COC(=O)c1ccc(OC)c(CSc2nnc(COc3ccc(Cl)cc3)o2)c1,87
O=c1c(=O)n(O)c2ccccc2n1O,103
C=CCn1c(COc2ccccc2C)nnc1SCC(=O)O,102
Cc1cc(N2CCCC2)n2nc(C)c(-c3ccccc3)c2n1,110
Cc1cc2oc3c(c(=O)c2cc1C)C(c1cccc(Br)c1)N(Cc1ccco1)C3=O (stereo not given),42*
Cc1cccc(-n2c(CNC(=O)COc3ccccc3)nnc2SCC(=O)Nc2nccs2)c1,109
O=C(O)C1C2C=CC(C2)C1C(=O)N1CCOCC1 (stereo not given),105
COC(=O)c1nnn(-c2nonc2N)c1CSc1ccc(Cl)cc1,102
c1csc(-c2nn[nH]n2)c1,84
CCc1cc2cc3c(cc2nc1SCC(=O)N1CCN(C(=O)c2ccco2)CC1)OCO3,119
CCOC(=O)CSc1nc(N)nc(C)c1Br,108

# Going on with the list.
SMILES,SK-BR-3 tox 24h
COc1ccc2c(c1)[nH]c1c(N3CCN(Cc4ccc5c(c4)OCO5)CC3)ncnc12,59
O=C(O)C1C2C=CC(C2)C1C(=O)N1CCN(C/C=C/c2ccccc2)CC1 (stereo not given),73
CCCCCCC(=O)N(O)C1CC(=O)N(Cc2ccccc2)C1=O (stereo not given),79
O=C(O)CCN1C(=O)C2C3C=CC(C3)C2C1=O (stereo not given),94
CC1(C)Cc2ccccc2-c2nnc(SCC(=O)N3CCc4ccccc43)n21,83
COc1ccc(-n2c(N3CCN(C)CC3)nc3sc4c(c3c2=O)CCCCC4)cc1,70
O=C(COc1ccccc1)Nc1ccccc1C(=O)NCc1ccco1,96
O=C(c1cc2nc(C3CC3)cc(C(F)(F)F)n2n1)N1CCCC1,85
CC1=C(C(=O)OCC2CCCO2)C(c2ccccc2OC(C)C)C2=C(CC(c3ccco3)CC2=O)N1 (stereo not given),81
COc1ccc2nc3c(cc2c1)c(NC(=O)C1CCCO1)nn3CC(C)C (stereo not given),82
COC(=O)c1c(NC(=O)COC(=O)Cn2cnc3ccccc32)sc(C)c1C,98
COc1cc2[nH]c(=O)n(CCCC(=O)NCCc3ccccc3)c(=O)c2cc1OC,80
CN1C(=O)C(O)(CC(=O)c2cccnc2)c2ccccc21 (stereo not given),96
CCCCn1c(C(C)NC(=O)COC)nc2ccccc21 (stereo not given),100
O=C(O)CC(C(=O)NC1CCCCC1)C1CCCO1 (stereo not given),96
CCCc1cc(=O)n2[nH]c(-c3cc(OC)c(OC)c(OC)c3)nc2n1,88
O=S(=O)(NC1CC1)c1ccc(S(=O)(=O)N2CCN3CCCC3C2)cc1 (stereo not given),96
Cc1ccc2cc(CN(C(=O)c3ccco3)c3ccccc3C)c(=O)[nH]c2c1,86
CCOC(=O)c1sc(NC(=S)n2cc(C)cn2)c(C(=O)OCC)c1C,85
CC(=O)Nc1ccc2c(c1)nc(CCN1CCN(C)CC1)n2C,98
O=C(NCCSCc1ccco1)Nc1cccc(Cl)c1,79
N/C(Cn1nnc(-c2ccccc2)n1)=N\O,98
NC(=O)c1nn(-c2ccccc2)nc1N,100
CCOC(=O)N1CCC(c2nc3ccccc3[nH]2)CC1,97

# Part of the list above in order of SMILES length, lowest first:
SMILES,SK-BR-3 tox 24h
O=c1c(=O)n(O)c2ccccc2n1O,103
O=c1[nH]nc(Cc2ccccn2)c2ccccc12,100
O=C(O)C1C2C=CC(C2)C1C(=O)N1CCOCC1 (stereo not given),105
CN1C(=O)C(O)(CC(=O)c2cccnc2)c2ccccc21 (stereo not given),96
CC(=O)Nc1ccc2c(c1)nc(CCN1CCN(C)CC1)n2C,98
COc1ccccc1/C=c1\sc2nc(-c3ccncc3)nn2c1=O,95
CCc1ccc(S(=O)(=O)NCc2csc(-c3ccccc3)n2)s1,88
CCOC(=O)c1sc(NCCNc2nc(C)c(C(=O)OCC)s2)nc1C,78
CCOC(=O)N1CCC(NC(=O)C(Cc2ccccc2)NC(=O)C2CCCCC2)CC1 (stereo not given),100
Cc1cccc(-n2c(CNC(=O)COc3ccccc3)nnc2SCC(=O)Nc2nccs2)c1,109
Cc1nn(C)cc1CN(C)C(=O)c1cc2nc(-c3ccco3)cc(C(F)(F)F)n2n1,68
COc1ccc(CCNC(=O)CCCn2c(=O)[nH]c3cc(OC)c(OC)cc3c2=O)cc1OC,89

# The list goes on:
SMILES,SK-BR-3 tox 24h
COc1cccc(/C(O)=C2/C(=O)C(=O)N(c3cc(C)on3)C2c2cccs2)c1 (stereo not given),106
C=C(C)COc1ccc(-c2[nH]ncc2-c2ccc(OC)c(OC)c2)c(O)c1,121
c1ccc(CNc2nc3ccccc3n2CCN2CCOCC2)nc1,87
COc1ccc(N(CC(=O)Nc2ccc(F)c(Cl)c2)S(=O)(=O)c2c(C)noc2C)cc1,64
COC(=O)[C@H](C)NC(=O)Nc1ccccc1C(F)(F)F,106
O=C(CN1CCOCC1)Nc1ccccc1NC(=O)C1CCN(c2ncccn2)CC1,89
Cc1ccc(N2CC(C(=O)OCC(=O)C(C)(C)C)CC2=O)cc1C (stereo not given),90
CC(C)NS(=O)(=O)c1ccc(OCC(=O)Nc2ccccc2F)cc1,93
CC1CCN(c2ncccc2C(=O)O)CC1,99
O=C(NC1CC2CCCC(C1)N2Cc1cccs1)N1CCOCC1 (stereo not given),95
O=C(Nc1cccc2cccnc12)c1cccc(N2C(=O)CCC2=O)c1,80
Cc1nc2ccccc2c(=O)n1NS(C)(=O)=O,100

# A run of entries of the results above, as a working copy:
SMILES,SK-BR-3 tox 24h
CC1CCN(c2ncccc2C(=O)O)CC1,99
O=C(NC1CC2CCCC(C1)N2Cc1cccs1)N1CCOCC1 (stereo not given),95
O=C(Nc1cccc2cccnc12)c1cccc(N2C(=O)CCC2=O)c1,80
Cc1nc2ccccc2c(=O)n1NS(C)(=O)=O,100

# (next part)
SMILES,SK-BR-3 tox 24h
c1nc(COc2nsnc2N2CCOCC2)cs1,90
Cc1cc(C(F)(F)F)nn1CCCNC(=O)c1cnccn1,85
CCOC(=O)Cc1c(C)nc(-c2ccccc2)[nH]c1=O,109
CCCCc1c(C(=O)O)cc(OC)cc1C(=O)O,94
c1ccc(CC2CCN(C(c3cccs3)c3nnnn3C3CCCC3)CC2)cc1 (stereo not given),108
CCOC(=O)c1sc(N)c(C(=O)OCC)c1COC(=O)C1CC(=O)N(Cc2ccco2)C1 (stereo not given),56
O=C(CN1C2CCC1CC(NC(=O)Nc1ccccc1)C2)NCc1ccco1 (stereo not given),79
CCOC(=O)CNC(=O)Nc1cccc(Cl)c1C,80
O=S(=O)(c1cc(F)cc(F)c1)N1CCN(c2ncccn2)CC1,87
COc1ccc(OC)c(S(=O)(=O)N(C)CC(=O)N2CCN(c3ccccc3)CC2)c1,103
NC(=O)CC1NC(=O)c2ccccc21 (stereo not given),94
CCOC(=O)c1c(C)oc2c(F)c(F)c(F)c(F)c2c1=O,57
COCCn1nnnc1CN1CCC(O)(c2cccc(C(F)(F)F)c2)CC1,97
Cc1ccc(C(=O)Nc2c(C)n(C)n(-c3ccccc3)c2=O)cc1S(=O)(=O)N1CCOCC1,126
Cc1nnc(NC(=O)NC(C)N2C(=O)C3C4C=CC(C4)C3C2=O)s1 (stereo not given),79
CCOc1ccccc1NC(=O)CSc1nnc(-c2ccco2)n1Cc1ccco1,74
O=c1[nH]c2c(cc1CNCCN1CCOCC1)c(-c1cccc(F)c1)nn2-c1ccccc1,79
COC(=O)[C@H](CCSC)NC(=O)N1CCN(c2cccc(C(F)(F)F)c2)CC1,127
COc1ccc(C(=O)COC(=O)CN2CC(=O)Oc3ccccc32)cc1Br,101
Cc1nonc1NC(=O)CSc1nc2cc(Cl)ccc2c2c1CCCC2,62
c1ccc(CN2CCN(c3ncnc4c3[nH]c3ccccc34)CC2)cc1,73
CCOC(=O)c1sc(NC(=O)CN2CCCC2)c(C(=O)OCC)c1C,91
COc1cc(C(=O)CSc2nnc(-c3ccc(O)cc3)n2CC2CCCO2)ccc1NC(C)=O (stereo not given),98
N=c1c2c(-c3ccccc3)c(-c3ccccc3)oc2ncn1CCN1CCOCC1,75

# Entries from the list above that contain a cyano group:
SMILES,SK-BR-3 tox 24h
CCOc1ccc(C2C(C#N)=C(N)Oc3cc(C)n(Cc4ccco4)c(=O)c32)cc1OC (stereo not given),78
Cc1ccc2cc(C#N)c(N3CCCC3)nc2c1C,85
CCC(C)COC(=O)C(C#N)c1nc2ccccc2nc1N1CCCCC1 (stereo not given),84
C=CCc1c(C)c(C#N)c2nc3ccccc3n2c1N1CCN(C)CC1,86
CCOc1ccc(-n2c(SCc3ccc(C#N)cc3)nnc2-c2cccnc2)cc1,80

# Later entries.
SMILES,SK-BR-3 tox 24h
COc1ccc(CN(Cc2ccccn2)C(=O)CN2C(=O)C(C)Oc3ccccc32)cc1 (stereo not given),84
O=C(Cc1ccc(Cl)cc1)Nc1ccc(N2CCN(C(=O)c3ccco3)CC2)c(Cl)c1,118
c1ccc(-c2nnc(SCc3nc4ccccc4[nH]3)n2Cc2ccco2)nc1,61
CCn1c(SCC(=O)Nc2cccc(OC)c2)nnc1-c1ccc(Cl)cc1,102
CCOC(=O)C1CCN(C(=O)CNS(=O)(=O)c2cccs2)CC1,122
O=C(COC(=O)c1cnccn1)c1ccc2c(c1)CCCC2,88
Cc1ccc(NCc2nnc3n2CCCCC3)cc1,87
COc1ccc(N(C(=O)CNC(=O)c2ccco2)C(C(=O)NC2CCCCC2)c2ccco2)cc1 (stereo not given),98
CCOC(=O)c1c(NC(=O)Cn2nnc3ccccc32)sc2c1CCC(C)C2 (stereo not given),76
Cc1ccc(-n2nnnc2SCC(=O)Nc2ccc3c(c2)COC3=O)cc1C,91
Cc1nn(Cc2ccc(Cl)cc2)c(C)c1NC(=O)c1noc2c1CCCCC2,80
COc1ccccc1OC(=O)C1CC(=O)N(c2ccc(Cl)cc2)C1 (stereo not given),97

# Bioassay records as filed in PubChem BioAssay.
